XIAP antagonists: small molecules displacing peptide from XIAP – biochemical, IAP family, fluorescence polarization (AID 1018); displacement, % at 20 µM; hits with a dose series show IC50 in µM; XIAP BIR domain, fluorescence polarization peptide displacement; higher % means a stronger effect; 0.007% of 200,000 active; in the data active = displacement above about 50%; also: a part of the inactive calls stands beside numbers as strong as those of hits
Myeloid diff 2: myeloid differentiation induction | ER-HoxA9 myeloid progenitors, lysozyme-GFP differentiation, flow cytometry | calls only at 10 µM | 1% of 360,000 active;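 active = normalized GFP-positive differentiation at or above the plate's own cutoff, the solvent-only control mean plus 3 SD; inconclusive = no clear call, values can overlap the other calls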;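 also: cells exposed to compound for four days before flow analysis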
HIV peptide binding: cell-free HIV fusion peptide-binding blockers – biochemical, uHTS, fluorescence dequenching, primary screen (AID 1986); 0.3% of 290,000 active; cell-free peptide binding, fluorescence dequenching, 30 min; higher % means a stronger effect; one-dose inhibition, % at 20 µM; IC50 in µM for titrated hits; in the data active = inhibition mostly above about 52%, no sharp cut-off; inactive = mostly below about 76%; also: some results filed as inactive read as strong as hits
HEK293 NOD2/NF-kB: NOD2 signaling inhibitors, cell-based, luminescence, uHTS, HEK293 (AID 1566); HEK293 NOD2/NF-kB luciferase reporter, luminescence; higher % means a stronger effect; inhibition, % at 4 µM, or EC50 in µM where a hit was titrated; 0.63% of 290,000 active; also: many of its hits are not listed in these tables
Hep lipid drop: modulators of hepatic lipid droplet formation | 0.4% of 240,000 active | AML12 mouse hepatocytes, oleate lipid droplets, BODIPY imaging | inhibition, % at 6.5 µM;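 active = lipid droplet intensity inhibited by at least 50%, with more than 500 cells counted; inconclusive = wells with under 300 cells, treated as cytotoxic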
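Material – AML12 mouse liver cells · Also added – oleate loading, 100 µM · Compound dosing – 6.5 µM single-point dosing · Times – overnight treatment with compound plus oleate · Measured by – fluorescence imaging, 20x objective, two fields per well · Read-out – percent inhibition of filter-corrected integrated lipid droplet intensity per well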
AID2073: inhibitors of Mint1-CaV2.2 protein interaction, biochemical, HTRF (AID 2073). HTRF protein-protein interaction, Mint1-CaV2.2; higher % means a stronger effect. inhibition, % at 20 µM; hits with a dose series show IC50 in µM. 0.19% of 290,000 active; in the data active = inhibition mostly above about 51%, no sharp cut-off; inconclusive = no clear call, values can overlap the other calls; inactive = mostly below about 53%; also: some results filed as inactive read as strong as hits
Dengue-2 NS5 capping: flavivirus cap methylation enzyme inhibition – biochemical, confirmation dose response, primary screen (AID 588689); Dengue-2 NS5 methyltransferase capping enzyme assay, biochemical; higher % means a stronger effect; inhibition, % at 25 µM; hits with a dose series show IC50 in µM; 0.3% of 340,000 active; in the data active = a potency from the dose series; inconclusive = inhibition above about 29% without an active follow-up result
SIAH1 antagonists: blockers of Siah-1 interaction with plectin peptide – biochemical, fluorescence polarization, rhodamine-plectin, uHTS, primary screen (AID 1817); Siah-1 / rhodamine-plectin peptide fluorescence polarization; higher % means a stronger effect; displacement, % at 20 µM, or IC50 in µM where a hit was titrated; 0.02% of 290,000 active;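 active = displacement of at least 50% at 20 µM, with a fluorescence ratio check between 0.3 and a set limit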;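 also: plate controls were Siah plus tracer with DMSO for no effect and tracer alone without Siah for full effect; strong numbers were not always called active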
LYP inhibition: PTPN22 lymphoid phosphatase activity blockers – biochemical, fluorescence intensity, uHTS (AID 1779); recombinant LYP phosphatase, fluorescence intensity; higher % means a stronger effect; inhibition, % at 11.5 µM; hits with a dose series show IC50 in µM; 0.054% of 290,000 active;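 also: plate controls were vehicle with enzyme for no effect and no enzyme for full effect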
Hep lipid drop cells 6.5 µM: also measured in Hep lipid drop; calls as there; cell count; measured here: cell count, cytotoxicity flag;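 cells counted across two imaged fields per well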
Myeloid diff 2 GFP+ MAC1+ %: further read-out of Myeloid diff 2, marked with its call; GFP+ MAC1+ double positive, %; measured here: differentiation confirmed by MAC1 staining
Active calls of the source: *; i = inactive; ? = inconclusive; nt = not tested or not shown; + = active, no number. Rule as the data show it, unless noted: active = inhibition above about 50%; inactive = the rest. This is a subset; rates above refer to the full screens.

SMILES	XIAP antagonists	Myeloid diff 2	Myeloid diff 2 GFP+ MAC1+ %	HIV peptide binding	HEK293 NOD2/NF-kB	Hep lipid drop	Hep lipid drop cells 6.5 µM	AID2073	Dengue-2 NS5 capping	SIAH1 antagonists	LYP inhibition
O=c1oc2ccc(Cl)cc2nc1/C=C(\O)c1ccco1	nt	+	2.7*	7.7%	3%	-34	631	-4%	?	3%	-7%
CCCS(=O)c1nc(C)cc(C)c1S(C)(=O)=O (centres undefined)	-5.1%	i	0.7	-1.1%	16%	-20	670	-6%	3%	3%	-3%
O=C(COc1ccccc1Cl)N1CCc2ccccc2C1	nt	i	0.4	0.5%	5%	-19	759	-8%	-9%	11%	-8%
O=C(/C=C/c1ccc2c(c1)OCO2)Nc1nncs1	nt	i	0.4	-0.6%	-101%	-4	733	20%	nt	-2%	-6%
O=C(NNC(=O)c1ccccc1Cl)c1cc2cc(OC(F)(F)F)ccc2[nH]1	nt	i	0.5	-3.3%	9%	-38	717	2%	-4%	-2%	-4%
COc1ccc(OC)c(S(=O)(=O)N(C)CC(=O)N2CCN(c3ccccc3F)CC2)c1	2.1%	i	0.9	-0.5%	8%	-20	677	2%	-4%	7%	3%
Cc1nc2c(C)cccn2c1/C(O)=C1\C(=O)C(=O)N(CCN(C)C)C1c1ccco1 (centres undefined)	nt	i	0.6	-1.6%	9%	-2	747	-28%	-5%	4%	-3%
Cn1c(SCc2ccc(Cl)cc2Cl)nc(C(F)(F)F)cc1=O	-5.4%	i	5.9	1.5%	-20%	nt	nt	-5%	-2%	-4%	-5%
COc1ccc(-n2cc(C(=O)c3ccc4ccccc4c3O)cn2)cc1	-1.7%	i	0.9	-0.6%	4%	10	691	37%	0%	1%	3%
Cc1ccc(N2CC(C(=O)Nc3ccc4c(c3)OCO4)CC2=O)cc1C (centres undefined)	nt	i	0.1	-2.2%	-35%	-2	869	12%	-2%	1%	-4%
N#Cc1nc(-c2ccc(OCc3ccccc3)cc2)oc1NCc1ccco1	-5.4%	i	0.3	1.5%	-2%	nt	nt	18%	-1%	3%	-4%
COc1ccc(C(CCN2CCCC(C)C2)c2c(OC)cc(OC)c3c2OC(=O)CC3c2cc(OC)c(OC)c(OC)c2)cc1 (centres undefined)	nt	i	0.9	-0.1%	6%	-8	740	14%	-1%	1%	4%
COc1ccc2c(c1)C(=NO)c1cc(OC)ccc1-2	-3.3%	i	0.4	1.8%	-38%	-1	686	2%	4%	3%	3%
CCOC(=O)c1c(-c2ccc(OC)cc2)csc1/N=C/N(C)C	5.2%	i	0.8	0.0%	7%	5	631	13%	0%	8%	0%
CN(C)c1cc[n+](CC(=O)Nc2cc(C(F)(F)F)ccc2Cl)cc1	-2.2%	i	11	-0.3%	18%	nt	nt	0%	-4%	4%	-8%
CCOC(=O)c1ccc(OCc2c(C)noc2C)cc1	-6.5%	i	0.7	2.1%	14%	-13	804	-7%	-1%	-7%	-8%
CCc1cc2cc3c(cc2nc1SCC(=O)Nc1cc(OC)c(OC)cc1C(=O)O)OCO3	-3.5%	nt	nt	46%	36%	-23	660	15%	nt	-2%	3%
O=C(NCc1ccccc1)c1cnc(Cl)c(Cl)c1	nt	i	1.2	-1.1%	16%	-3	862	-4%	-7%	-3%	-6%
CC1(C)Oc2ccc(NC(=O)c3ccco3)cc2O1	2.2%	i	0.6	-2.3%	-58%	nt	nt	1%	-3%	5%	-2%
CCOc1ccc(N2C(=O)CN(CC(=O)OC)C2=S)cc1	-1.6%	i	0.7	2.4%	30%	18	694	5%	-7%	2%	-3%
N#C/C(=C/c1ccc(-c2ccccc2[N+](=O)[O-])o1)C(N)=O	-7.1%	i	0.2	3.2%	22%	1	681	14%	-17%	-2%	-9%
S=C(NCc1ccccc1)N1CCN(C2CCCCC2)CC1	nt	i	0.4	-1.3%	2%	-9	742	-14%	3%	-1%	-8%
O=C(c1cccs1)N1CCCC(c2nc3c(nnn3Cc3ccccc3)c(=O)[nH]2)C1 (centres undefined)	nt	i	0.4	-0.8%	18%	-7	683	14%	-7%	2%	-7%
O=C(c1ccccc1CCc1ccccc1)N1CCN(c2ccccn2)CC1	-2.8%	i	1.5	-1.2%	12%	-26	725	-3%	-1%	0%	-1%
Cc1cc(C)cc(N(CC(=O)NCc2ccccc2Cl)S(=O)(=O)c2c(C)[nH]c(=O)[nH]c2=O)c1	nt	i	1.5	-0.9%	8%	-8	758	11%	-4%	0%	-7%

Sorted by heavy-atom count (smallest number first): part of the list above.
SMILES	XIAP antagonists	Myeloid diff 2	Myeloid diff 2 GFP+ MAC1+ %	HIV peptide binding	HEK293 NOD2/NF-kB	Hep lipid drop	Hep lipid drop cells 6.5 µM	AID2073	Dengue-2 NS5 capping	SIAH1 antagonists	LYP inhibition
O=C(/C=C/c1ccc2c(c1)OCO2)Nc1nncs1	nt	i	0.4	-0.6%	-101%	-4	733	20%	nt	-2%	-6%
O=c1oc2ccc(Cl)cc2nc1/C=C(\O)c1ccco1	nt	+	2.7*	7.7%	3%	-34	631	-4%	?	3%	-7%
Cn1c(SCc2ccc(Cl)cc2Cl)nc(C(F)(F)F)cc1=O	-5.4%	i	5.9	1.5%	-20%	nt	nt	-5%	-2%	-4%	-5%
CN(C)c1cc[n+](CC(=O)Nc2cc(C(F)(F)F)ccc2Cl)cc1	-2.2%	i	11	-0.3%	18%	nt	nt	0%	-4%	4%	-8%
COc1ccc(C(CCN2CCCC(C)C2)c2c(OC)cc(OC)c3c2OC(=O)CC3c2cc(OC)c(OC)c(OC)c2)cc1 (centres undefined)	nt	i	0.9	-0.1%	6%	-8	740	14%	-1%	1%	4%

Additional compounds:
SMILES	XIAP antagonists	Myeloid diff 2	Myeloid diff 2 GFP+ MAC1+ %	HIV peptide binding	HEK293 NOD2/NF-kB	Hep lipid drop	Hep lipid drop cells 6.5 µM	AID2073	Dengue-2 NS5 capping	SIAH1 antagonists	LYP inhibition
COC(=O)c1ccc(C(=O)N2CCCC(N3CCN(c4ccccc4)CC3)C2)nc1 (centres undefined)	nt	i	1.2	0.0%	18%	-10	693	-6%	-4%	-2%	-13%
O=C(NC(Cc1c[nH]c2ccccc12)C(=O)NCc1ccc(F)cc1)OCc1ccccc1 (centres undefined)	-4.2%	i	0.2	1.9%	7%	16	634	0%	nt	3%	-3%
CC(C)CCNC(=O)c1cn(CC(C)C)c(=O)c2c1c1ccccc1n2C	nt	i	0.7	6.3%	13%	-18	794	7%	2%	0%	-10%
CN(C)c1ccc(N=Nc2ccccc2C(=O)OCC(=O)N2CCCC2)cc1	-0.7%	i	0.4	0.5%	-14%	2	674	-2%	-4%	-6%	2%
O=C1NCCN1CCNS(=O)(=O)c1ccccc1[N+](=O)[O-]	nt	i	2.0	0.1%	15%	-2	819	-9%	2%	-2%	-5%
Cc1ccccc1NN1C(=O)C=CC1=O	-7.0%	i	1.2	1.6%	18%	-9	646	3%	-8%	-4%	-6%
COC(=O)c1c(NS(=O)(=O)c2ccc(C)cc2)sc2c1CCC(C)C2 (centres undefined)	-3.2%	i	1.2	7.5%	17%	-6	732	-4%	-3%	6%	-1%
Cc1cc(C(=O)NCCc2ccc(Cl)cc2)no1	-8.0%	i	0.6	0.4%	1%	-4	622	-4%	-5%	-3%	-4%
COc1ccc(NC(=O)CCCN2C(=O)CCC2=O)cc1Cl	-1.9%	i	0.7	1.6%	-28%	3	850	-6%	10%	-1%	1%
Cc1nn(C)cc1CNC(=O)c1ccccc1Br	-1.2%	i	1.8	1.7%	-15%	-8	664	-5%	-8%	0%	-6%
Cn1c(CNC2CCCCC2)c(C#N)c2ccccc21	-2.7%	i	0.5	-0.6%	16%	nt	nt	16%	-6%	4%	-2%
CCc1nnc(NC(=O)c2cccnc2)s1	0.1%	i	0.8	5.1%	-32%	6	720	1%	-6%	3%	-5%
COc1ccc(/C=C/CN2CCCC(CCC(=O)NCc3ccc(F)c(F)c3)C2)cc1 (centres undefined)	-6.6%	i	0.6	-0.6%	-3%	-9	732	-12%	-4%	-3%	-1%
CN(Cc1ccccc1)C(=O)COC(=O)COc1ccc(C#N)cc1	nt	i	0.7	-1.0%	-5%	20	900	7%	1%	-4%	-12%
Cc1cccc(OCC(O)Cn2c(=N)n(CCN3CCOCC3)c3ccccc32)c1 (centres undefined)	-0.8%	i	0.7	5.5%	8%	nt	nt	0%	-2%	-3%	-4%
CC(NC(=O)C(=O)N1CCOCC1)C(c1cccs1)N1CCN(c2ccccc2F)CC1 (centres undefined)	nt	i	0.0	-1.9%	-1%	5	644	-6%	2%	-3%	-8%
CCN(CC)S(=O)(=O)c1ccc2c(c1)nc(SCn1nnc3ccccc3c1=O)n2CC	-2.8%	i	1.0	0.4%	6%	nt	nt	-9%	-5%	3%	8%
Cc1ccc(N/N=C/c2ccc(N3CCOCC3)cc2)cc1C	-7.6%	i	0.8	-4.6%	-16%	nt	nt	-25%	-4%	-1%	1%
Cc1ccc(C(=O)c2ccc([N+](=O)[O-])cc2)cc1C	-2.8%	i	8.6	-2.7%	-11%	0	795	-10%	-9%	2%	0%
Cc1nn(-c2ccccc2)c2sc(-c3n[nH]c(=S)o3)cc12	-5.6%	i	2.2	30%	8%	-7	686	22%	0%	-3%	-17%
COc1ccc(OC)c(S(=O)(=O)N2CCC(C(=O)NC(C)c3ccccc3)CC2)c1 (centres undefined)	-4.6%	i	0.6	-1.9%	6%	nt	nt	4%	-7%	6%	-4%
O=C(CNC(=O)c1ccc(Br)o1)NCc1ccc(Cl)cc1	nt	?	nt	-0.7%	8%	1	804	-4%	-5%	10%	-6%
O=C(Oc1ccc(-c2ccccc2)cc1)C1C2CCCCC21 (centres undefined)	-8.1%	i	0.3	-2.1%	16%	3	611	7%	-1%	2%	-2%
CCCn1nnnc1NCc1ccccc1F	nt	i	0.6	0.3%	12%	-17	717	-3%	nt	3%	-14%
CC(=O)N(CCCCN1C(=O)c2ccccc2C1=O)c1ccc(C)cc1	-2.7%	i	0.6	-0.6%	10%	-4	708	-8%	-2%	3%	-8%
COc1cc(C(=S)N2CCC(C)CC2)ccc1O	-1.6%	i	0.6	-2.6%	4%	10	842	-16%	-5%	-10%	-1%
COc1ccc(-c2c(C)nn3c(N4CCN(Cc5ccccc5)CC4)cc(C)nc23)cc1OC	-8.7%	?	nt	0.1%	-51%	nt	nt	6%	-1%	-2%	0%
Cn1c(=O)c2cc(S(=O)(=O)NC(C(=O)NCc3cccnc3)c3ccccc3)ccc2n(C)c1=O (centres undefined)	-3.2%	i	2.3	-0.5%	-4%	nt	nt	-2%	-3%	-4%	-9%
O=C(NNS(=O)(=O)c1ccc(Cl)cc1)c1ccc(S(=O)(=O)N2CCCCC2)cc1	-5.2%	i	0.2	0.1%	-4%	3	652	-1%	0%	-2%	-4%
O=C1C2C3C=CC(C4CC34)C2C(=O)N1/N=C/c1ccc(-c2ccc(F)cc2[N+](=O)[O-])o1 (centres undefined)	-0.3%	i	0.8	54%	-9%	-6	713	3%	-2%	0%	-5%
